BRCA1 expr up – qHTS Assay to Identify Small Molecule Activators of BRCA1 Expression | 380,000 compounds, 1.1% hits | AID 624202, 2012 | MCF7-BRCA1-FFLuc reporter, luminescence, 48 h; response scale: scaled: vehicle 0%, 10 µM genistein 100% | Potency, µM (titrated, usually from 46.1 µM), without a hit: at the top dose activation, actives largely listed as activators; active means well fitted activation curve with a large enough effect; inconclusive means small, poorly fitted or top-dose-only effect; inactive means no such curve, though single readings can be large or run the other way; further: nearly all actives have a fitted effect of over 80% in size; some results filed as inactive show a strong effect at the top dose
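Using MCF7 cells harboring a BRCA1 firefly luciferase reporter, plated 2 h before compound pinning, the screen measured luminescence after 48 h incubation. Responses were normalized to DMSO and 10 microM genistein, then fitted for concentration-effect.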
Starred values were filed as active, the others as inactive; ? = inconclusive; [ ] = dose if it differs, or a comment. Potency means the concentration at half of the fitted maximal effect. An excerpt; the hit share may differ from the screen's.

SMILES	BRCA1 expr up
Cc1ccccc1CN1C(=O)[C@H]2Cc3c([nH]c4ccccc34)C(C)(C)N2C1=O	-21%
COc1ccccc1-c1cnc(C(O)c2c(C)cccc2C)[nH]1 (stereo unspecified)	0%
O=C(O)c1c2c(nc3ccccc13)CCCC2	17%
Cc1cc(C(O)c2ncc(-c3ccccc3F)[nH]2)ccc1F (stereo unspecified)	18%
Cn1c(CSc2nc3ccccc3s2)nnc1SCC(=O)NCc1cccnc1	5%
COc1cccc2cc(-c3cn4cccc(C)c4n3)c(=O)oc12	?
Cc1ccc(NC(=O)c2ncn(CCCNCC3CCCO3)n2)cc1C (stereo unspecified)	-4%
O=C(Cc1ccc(OCCCc2ccccc2)cc1)NO	?
O=C(COc1ccc(F)cc1)N/N=C/c1cccc2cccnc12	-24%
Cc1ccc(F)c(S(=O)(=O)NC(=O)C2(C)CCN2C(=O)CCc2cccs2)c1 (stereo unspecified)	0%
Fc1ccc(N2C(=S)SC(=Nc3ccccc3)C2=Nc2ccccc2)cc1	-34%
O=C1C=CC2(C=C1)O[C@H](Cc1ccccc1)[C@@H](Cc1ccccc1)O2	-88%[inhibitor]
CCC(CCc1ccccn1)C(=O)c1ccccc1 (stereo unspecified)	76%
COc1ccccc1C1SCCN1S(=O)(=O)c1ccccc1 (stereo unspecified)	14%
S=c1[nH]c(=S)c2n[nH]nc2[nH]1	11%
CC(=O)N1CCc2c(sc(NC(=O)c3ccc(S(=O)(=O)N(C)CC4CCCO4)cc3)c2C(N)=O)C1 (stereo unspecified)	-12%
Cc1cccc[n+]1CC(=O)c1ccc(Cl)cc1	-2%
CCCNC(=O)C1(C)CCCN(Cc2c(F)cccc2F)C1 (stereo unspecified)	9%
OC(c1cccc(Cl)c1)c1ncc(-c2cccc(C(F)(F)F)c2)[nH]1 (stereo unspecified)	-42%
CNc1nc(Nc2ccc(C(=O)OC)cc2)c2sccc2n1	-18%
CCNC(=O)C1(C)CCN(C(=O)c2cccc(C(F)(F)F)c2)C1 (stereo unspecified)	9%
COc1ccc(C(=O)NCc2ccc(C)cc2)cc1S(=O)(=O)N1CCOCC1	-21%
CN(Cc1ccccc1)C(=O)c1ccc(NC(=O)Cc2ccc(NC(=O)C3CCCN(C(=O)C4CC4)C3)cc2)cc1 (stereo unspecified)	-3%
Cc1ccccc1C(c1ccccc1Cl)N(C)C (stereo unspecified)	-16%
O=S(=O)(NCCCCNS(=O)(=O)c1cccc2cccnc12)c1cccc2cccnc12	5%
Continuation.
SMILES	BRCA1 expr up
O=c1c(OCc2ccccc2)cccn1Cc1ccccc1	?
C=CC[C@]12C[C@@H](OC)C(=O)C=C1O[C@@H](c1ccc(OC)c(OC)c1)[C@H]2C	-16%
O=P(Cc1ccccc1)(Cc1ccccc1)c1ccccc1	-13%
O=C(Nc1ccc(NS(=O)(=O)c2ccccc2)c(Cl)c1)c1ccccc1	28%
COCOCCn1cc(CN2CCS(=O)(=O)N(Cc3ccc(-c4ccccc4)cc3)C(C(C)C)C2=O)nn1 (stereo unspecified)	-21%
CCc1nc2ccc(C(=O)Nc3cc(-c4ccccc4)ccc3OC)cn2c1N(C)C(=O)c1cccc(OC)c1	-55%
C[C@H](CO)N1C[C@H](C)[C@@H](CN(C)C(=O)c2ccccc2)Oc2cc(C#C[C@@H](C)O)ccc2S1(=O)=O	-11%
COc1ccc2c([N+](=O)[O-])c(N3CCOCC3)[nH]c2c1	24%
CN(c1ccc(O)cc1)c1nc(O)c(C2=c3ccccc3=NC2=O)s1	84%
CCCc1nc2c(C)cc(Br)cn2c1Cc1ccccc1	86%
CCC(C)c1ccc(S(=O)(=O)N2CCN(C(=O)c3ccc(Cl)c(S(=O)(=O)N4CCOCC4)c3)CC2)cc1 (stereo unspecified)	-26%
NC(=O)NN=C1c2cc(S(=O)(=O)N3CCOCC3)ccc2-c2ccc(S(=O)(=O)N3CCOCC3)cc21	14%
CN(c1ccccc1)c1ncccn1	-2%
O=S1(=O)CC(N2CCN(c3ccccn3)CC2)CN1Cc1ccccc1 (stereo unspecified)	9%
Cc1ccc(Cc2c(-c3ccc(Cl)cc3)nc3cc(C)c(Br)c(C)n23)cc1	-27%
O=C(NN=Cc1ccc2c(c1)CCC2)c1cccc([N+](=O)[O-])c1	10%
CCc1nc2ccc(C(=O)NCCCN3CCCC3=O)cn2c1N(CC)CCOC	32%
COc1ccc(-c2csc(NC(C)c3nc4cc(C(=O)NCCCO)ccc4n3Cc3ccc(C)cc3)n2)cc1 (stereo unspecified)	-38%
O=C(Nc1ncnc2c1ncn2[C@@H]1O[C@H](/C=C/C(=O)N2CCN(c3ccc(F)cc3)CC2)[C@@H](O)[C@H]1O)c1ccccc1	3%
O=C(NCCc1ccccc1O)c1cc2c(cc1[N+](=O)[O-])OCO2	-14%
COC(=O)[C@]12CCCCC=C1N(CCC1=CCCCC1)C(=O)[C@H](CC(=O)NCCC(C)C)C2	-38%
O=C(CCCCC(=O)NN=Cc1ccc2c(c1)CCC2)NN=Cc1ccc2c(c1)CCC2	26%
CN(O)C(=S)c1ccccc1	-64%
Cc1nc2c(OCc3ccccc3)cccn2c1N(C)C(=O)C1CCCCC1	-16%
CCc1nc2c(OCc3ccc(Cl)cc3)cccn2c1N(C)C(=O)c1ccc(C)cc1	-18%

A draw from above in order of SMILES length, largest number first:
SMILES	BRCA1 expr up
CCc1nc2ccc(C(=O)Nc3cc(-c4ccccc4)ccc3OC)cn2c1N(C)C(=O)c1cccc(OC)c1	-55%
COC(=O)[C@]12CCCCC=C1N(CCC1=CCCCC1)C(=O)[C@H](CC(=O)NCCC(C)C)C2	-38%
O=C(CCCCC(=O)NN=Cc1ccc2c(c1)CCC2)NN=Cc1ccc2c(c1)CCC2	26%

Taken from above:
CCc1nc2ccc(C(=O)Nc3cc(-c4ccccc4)ccc3OC)cn2c1N(C)C(=O)c1cccc(OC)c1 in BRCA1 expr up is entered as -55%
Cc1nc2c(OCc3ccccc3)cccn2c1N(C)C(=O)C1CCCCC1 in BRCA1 expr up is entered as -16%
O=P(Cc1ccccc1)(Cc1ccccc1)c1ccccc1 in BRCA1 expr up is entered as -13%

More structures.
SMILES	BRCA1 expr up
CC(O)(c1ccc(F)c(F)c1)c1nc(-c2ccoc2)cs1 (stereo unspecified)	-8%
Cc1cnc(CNC(=O)C2(C)CCCN2CC(C)C)cn1 (stereo unspecified)	9%
COc1ccc(N2C[C@H](C)[C@@H](CC(=O)Nc3ccccc3)C2=O)cc1	7%
CNc1cncc(-c2cccc(C(=O)N3CCOCC3)c2)n1	0%
COc1ccc2c(c1)C/C(=C\c1ccc(N(C)C)cc1)C2=O	?
CCCCN(C)c1c(C)nc2ccc(C(=O)Nc3ccc(OC)c(OC)c3)cn12	-34%
COCCCN1C(=O)C(CC(=O)NCC2CCCCC2)CC(C(=O)N(C(C)C)C(C)C)=C1C (stereo unspecified)	31%
CC(C)(C)OC(=O)N(CCc1ccccc1)Cc1cccc(OCc2cccc(NC(=O)c3ccccc3)c2)c1	-8%
O=C(C[C@H]1C[C@H]2c3cc(NS(=O)(=O)c4ccc(F)cc4)ccc3O[C@H]2[C@H](CO)O1)NCc1ccncc1	12%
CN(C)C(=O)c1cccc(-c2cccc3nccn23)c1	54%
O=C1C[C@@H]2c3c(cccc3CN1Cc1ccccc1)C[C@@H](O)[C@H]2O	8%
Brc1ccc(/C=C2\C=Cc3ccccc32)cc1	-1%
CCN(CC)C(=O)C1=C(C)N(Cc2ccc(OC)cc2)C(=O)C(CC(=O)NCc2cccc3ccccc23)C1 (stereo unspecified)	4%
CC1(C(=O)NS(=O)(=O)c2ccccc2C(F)(F)F)CCN1C(=O)c1cccc(F)c1 (stereo unspecified)	-3%
O=c1[nH]c(C(F)(F)C(F)(F)C(F)(F)F)no1	-13%
CC(C)NC(=O)c1cc(C2CCCCN2S(=O)(=O)c2cccc3cccnc23)on1 (stereo unspecified)	13%
O[C@@H]1C[C@H](c2ccccc2)N(CC2CCCCC2)C[C@H]1n1cc(C2CC2)nn1	-23%
CCCc1c(C(=O)N/N=C/c2ccc3c(c2)OCO3)nnn1-c1nonc1N	-14%
CC(O)(c1ccc(F)c(F)c1)c1nc(-c2cccc3cccnc23)cs1 (stereo unspecified)	-4%
COc1ccc(CCNC(=O)C2CC3Cn4c(nc5ccccc54)C3N2c2ccccc2)cc1 (stereo unspecified)	-5%
Brc1ccc(-c2nnc3sc(CN4CCc5ccccc5C4)cn23)cc1	-17%
Cc1ccc(S(=O)(=O)N2CCC[C@H]2C(=O)OCC(=O)N2c3ccccc3NC(=O)C2(C)C)cc1	-3%
CNC(=O)C1(C)CCN1C(=O)Cc1ccc(C(C)C)cc1 (stereo unspecified)	7%
COc1ccc(Cl)cc1-c1cc(C(=O)NC2CCCCC2)[nH]n1	-32%
CC(=O)Nc1ccc(-c2ccnc3c2CC(C(=O)Nc2ccc4c(c2)OCO4)O3)cc1 (stereo unspecified)	-30%

A second format for two compounds above.
> COc1ccc2c(c1)C/C(=C\c1ccc(N(C)C)cc1)C2=O
- BRCA1 expr up = ?

> CCCCN(C)c1c(C)nc2ccc(C(=O)Nc3ccc(OC)c(OC)c3)cn12
- BRCA1 expr up = -34%

Additional entries follow.
SMILES	BRCA1 expr up
Cc1cc(/C=C(\C#N)C(=O)OCC(=O)N(C)c2c(N)n(Cc3ccccc3)c(=O)[nH]c2=O)c(C)n1CC(C)C	4%
O=C1NC[C@H](Cc2ccccc2)N(C[C@H]2CCCN2C[C@H](Cc2ccccc2)N2C[C@H](Cc3ccccc3)N(CCc3ccccc3)C(=O)C2=O)C1=O	-54%
COC(=O)N(C)C[C@H]1OCc2cn(nn2)CCCC(=O)N([C@@H](C)CO)C[C@@H]1C	12%
Cc1cn(C2CCCO2)c(=O)nc1N (stereo unspecified)	15%
O=C(c1ccco1)N1CCN(C(=O)c2[nH]c(C(F)(F)F)nc2-c2ccccc2)CC1	-6%
Cc1ccc(C(=O)C2CC2)cc1C	14%
CC(C)OCCCNc1nc2c(cnn2C)c(=O)[nH]1	1%
Cc1ccc(C(c2nnnn2Cc2ccccc2)N2CCN(Cc3ccncc3)CC2)cc1 (stereo unspecified)	-12%
CCOC(=O)C1(C)CCN1C(=O)Cc1ccc(OC)cc1 (stereo unspecified)	0%
O=[N+]([O-])c1cccc(C=NNc2ccc3ccccc3n2)c1O	-80%
CCC(=O)N1CCN(c2ccc(Cl)cc2NC(=S)NC(=O)c2ccco2)CC1	-54%
O=C(NCc1cccc(Br)c1)C1CC2Cn3c(nc4ccccc43)C2N1c1ccccc1 (stereo unspecified)	11%
CC(C)(C)Cc1c(-c2ccc(F)cc2)nc2ccc(Cl)cn12	-15%
CC1Cc2[nH][nH]c(=O)c2C(C2CC2)O1 (stereo unspecified)	13%
COc1ccc(NC(=S)Nc2ccc3c(c2)c(=O)n(C)n3-c2ccccc2)cc1	14%
O=C(Cc1csc(-c2cccc(F)c2)n1)Nc1cccc(S(=O)(=O)NC2=NCCC2)c1	2%
COC(=O)[C@]12CCCCC=C1N(Cc1cccc3ccccc13)C(=O)[C@H](CC(=O)NCCC(C)C)C2	-68%
CCOC(=O)C1=C[C@@H](C(C)(C)C)N(S(=O)(=O)c2ccc(C)cc2)[C@H]1c1ccccc1	-26%
Cc1cccc(C)c1NC(=O)CN1CCN(C/C=C/c2ccccc2)CC1	10%
CC(C)Oc1cccc(C(=O)Nc2nnc([C@@H]3C[C@H](O)[C@@H](CO)O3)s2)c1	13%
CCc1nc(N)c(C#N)c(-c2cccn2C)c1C	0%
CCN(CC)CCOC(=O)C(Cc1ccco1)Cc1cccc2ccccc12 (stereo unspecified)	-17%
CNc1cnc(-c2ccsc2)cn1	54%
COC(=O)C1CCN(C(=O)C2CC(=O)N(c3ccc(C)c(Cl)c3)C2)CC1 (stereo unspecified)	?
O=C(O)C1CC2CCC1CC2 (stereo unspecified)	-14%
(continued)
SMILES	BRCA1 expr up
COc1cc(NC(=O)[C@H]2O[C@@H](n3ccc(N)nc3=O)[C@H](O)[C@@H]2O)cc(OC)c1OC	21%
COc1ccccc1-c1cccc(-c2nc(C(=O)N3CCCCC3)cc3c2[C@@H](CCO)N(S(=O)C(C)(C)C)C3)c1 (stereo partly specified)	12%
CC1=NN(CCc2ccccn2)C(=O)CC1	1%
CN1OC[C@@H]2CN(S(=O)(=O)c3cccc4ccccc34)[C@H](c3ccc(-c4cccnc4)cc3)C[C@@H]21	-18%
COc1ccc(S(=O)(=O)NNC(=O)Nc2ccc(F)cc2)cc1	-6%
Cc1nnc2n(-c3ccccc3)c(=O)c3ccccc3n12	-1%
O=C(COc1ccccc1)Nc1ccc(F)cc1	-3%
Cc1ccc(S(=O)(=O)SC/C=C/CSS(=O)(=O)c2ccc(C)cc2)cc1	2%
O=C(NCC1(N2CCCCC2)CCCCC1)c1cccc(S(=O)(=O)Nc2ccccc2Cl)c1	-37%
Cc1cccc(NC(=O)CSc2nc3sc(C)cc3c(=O)n2C)c1	0%
CCCCn1c(N)c(N(C(=O)CSc2nncn2-c2ccccc2C)C2CCCC2)c(=O)[nH]c1=O	3%
COc1ccc(CN2CC[C@H]3C=CC[C@@H](C(=O)NCCc4ccccc4)[C@H]3C2=O)cc1OC	48%
C#CCNC(=O)c1ccc2sc([C@@H]3O[C@H](CO)[C@H](O)[C@H](O)[C@H]3O)nc2c1	17%

Already shown: an excerpt of the list.
SMILES	BRCA1 expr up
COc1cc(NC(=O)[C@H]2O[C@@H](n3ccc(N)nc3=O)[C@H](O)[C@@H]2O)cc(OC)c1OC	21%
COc1ccccc1-c1cccc(-c2nc(C(=O)N3CCCCC3)cc3c2[C@@H](CCO)N(S(=O)C(C)(C)C)C3)c1 (stereo partly specified)	12%
CC1=NN(CCc2ccccn2)C(=O)CC1	1%
CN1OC[C@@H]2CN(S(=O)(=O)c3cccc4ccccc34)[C@H](c3ccc(-c4cccnc4)cc3)C[C@@H]21	-18%
